Screening results deposited in PubChem BioAssay by several laboratories.
Dynein transport: blocks dynein driven cargo transport along microtubules. 3617.4 mouse cells, GR-EGFP nuclear translocation imaging; test concentration mostly 20 µM; stimulated with dexamethasone, 1 µM; hits give low values. z-score, hits read low. actives 0.47% (n = 220,000). AID 1381;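 active = plate z-score of nuclear minus cytoplasmic receptor signal below a set negative limit, without overly bright fluorescence or cell loss, cut at about -3.5 in these data, passing the limit was not always enough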;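 also: z-score of nuclear minus cytoplasmic ring GR-EGFP intensity difference per well; some compounds called inactive have numbers as strong as hits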
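Also added – dexamethasone, 1.0 µM final · Buffer or medium – tet-free, stripped-serum medium · Schedule – induction 48 h, compound 1 h, agonist 30 min · Detection – formaldehyde fixation, Hoechst nuclear stain, 10x automated fluorescence imaging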
WT yeast gro inh: growth inhibition of WT yeast, mitochondrial fusion screen. mitochondrial fusion phenotypic screen, WT strain. inhibition, % at 10 µM. actives 2.1% (n = 190,000). AID 1362; in the data active = inhibition above about 58%; tested in S. cerevisiae
b-catenin transl: beta-catenin nuclear translocation modulation. HeLa beta-catenin nuclear translocation, immunofluorescence imaging. nuclear translocation activity, % at 5 µM. actives 0.3% (n = 190,000). AID 1665;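 active = nuclear translocation activity above 50% at 5 µM, with a well cell count of 50 or more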;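 also: per-cell ratio of nuclear to cytoplasmic median beta-catenin stain intensity; plate controls were DMSO negative control for no effect and GSK-3 inhibitor IX positive control for full effect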
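assay system = human HeLa cells, endogenous beta-catenin | times = compound treatment 24 h, 37°C, 5% CO2 | detection = Anti-beta-catenin immunofluorescence on PFA-fixed, Triton-permeabilized cells, DAPI nuclei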
T cell HTS: modulates CD8 T cell binding to vesicles; 2C CD8+ T cell-vesicle binding, flow cytometry; hits give low values; calls only at 7 µM; actives 0.068% (n = 330,000);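 active = response, share of CD8 T cells binding vesicles, and their 90th percentile fluorescence all below set limits, cut at about 80% in these data, passing the limit was not always enough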
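Test system: purified 2C TCR transgenic mouse naive CD8+ T cells. Probe or stimulus: QL9-peptide-loaded Drosophila micro-vesicles bearing Ld, ICAM-1 and B7-1. Incubation: binding step 1.5 h, 37 °C, antibody labelling 20 min, ice. Measured by: flow cytometry of vesicle-bound cells.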
MT stabilizer: microtubule stabilizers in HeLa cells; HeLa tubulin immunostaining HCS, 24 h; share of cells brighter than vehicle mean+2SD; % tubulin-high responders, % at 10 µM; actives 0.83% (n = 200,000); AID 2205;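 active = plate Z-score above 3 for both tubulin-high and condensed-nucleus cell shares, with cell loss under 80%, at 10 µM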;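 also: anti alpha tubulin signal scored within the nucleus-defined area of each cell; some results filed as inactive read as strong as hits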
Autophagy mod: modulators of autophagy. MEF GFP-LC3 puncta imaging; test concentration mostly 10 µM. calls only at 10 µM (by protocol). actives 0.98% (n = 190,000);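 active = percentage of spot-positive cells more than 3 SD above its plate mean, without a fluorescence outlier flag or 80% toxicity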;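 also: spot-positive cell cutoff set from DMSO-treated cells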
P. falciparum M17LAP: P. falciparum M17LAP inhibitors, primary screen, biochemical, fluorogenic H-Leu-NHMec substrate, 1536-well (AID 1619) | recombinant M17LAP, H-Leu-NHMec fluorogenic kinetic assay; higher % means a stronger effect | one-dose inhibition, % at 30 µM; IC50 in µM for titrated hits | actives 0.38% (n = 220,000);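 active = compound inhibiting the enzyme by more than half at any dose during confirmatory dose-response retesting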;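 also: plate controls were full reaction with DMSO carrier for no effect and no enzyme background for full effect; strong numbers were not always called active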
M1AAP inhibition: malaria alanyl aminopeptidase activity blockers – biochemical, fluorogenic H-Leu-NHMec substrate, 1536-well (AID 1445). recombinant M1AAP, H-Leu-NHMec fluorogenic kinetic assay; higher % means a stronger effect. inhibition, % at 30 µM; hits with a dose series show IC50 in µM. actives 0.42% (n = 220,000);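 active = primary inhibition above the hit cutoff, then over 50% inhibition at one or more dose response concentrations, cut at about 23% in these data, passing the limit was not always enough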;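 also: plate controls were DMSO full reaction for no effect and no enzyme background for full effect; strong numbers were not always called active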
Yfh1-off respiration: mitochondrial function rescue without frataxin homolog – Friedreich's ataxia, plus single-dose screen, dose response (AID 1465). S. cerevisiae Yfh1-off respiration, WST-1 reduction, 72 h; higher fold induction means a stronger effect. one-dose fold induction at 50 µM; EC50 in µM for titrated hits. actives 0.074% (n = 220,000);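 active = fold induction of absorbance versus untreated yeast above a set limit, then at least 30% activation at any dose in follow-up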;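 also: activators that raise dye reduction in frataxin-depleted yeast; strong numbers were not always called active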
WT yeast gro inh mutant strain: also measured in WT yeast gro inh; calls as there; inhibition, %; mitochondrial fusion phenotypic screen, mutant strain inhibition
Dynein transport cytoplasmic EGFP: recorded beside Dynein transport, whose call it bears; z-score; measured here: cytoplasmic GR-EGFP intensity; hits give high values
Dynein transport nuclear GR-EGFP: also measured in Dynein transport; calls as there; z-score; measured here: nuclear GR-EGFP intensity;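 lower value marks the stronger effect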
Dynein transport cell count: recorded beside Dynein transport, whose call it bears; z-score; measured here: cell count per field
b-catenin transl cell count 5 µM: second read-out of b-catenin transl, no call of its own (marks repeat the call); cell count; measured here: cell count, cytotoxicity flag
T cell HTS vesicle-bound %: further read-out of T cell HTS, marked with its call; double positive events, %; measured here: CD8+ vesicle-bound cell fraction;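 binding gate set so that unloaded-vesicle control wells show 10% double positive cells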
MT stabilizer Hoechst-high %: further read-out of MT stabilizer, marked with its call; % Hoechst-high responders; measured here: nuclear condensation Hoechst responders;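 share of cells brighter than vehicle mean plus two SD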
MT stabilizer cytotoxicity %: recorded beside MT stabilizer, whose call it bears; toxicity, %; measured here: cytotoxicity by cell density;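 0% = mean cell density of plate MIN control wells and 100% = no cells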
Autophagy mod cell loss 18 h: recorded beside Autophagy mod, whose call it bears; toxicity, %; measured here: cell loss, nuclei count;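 cell loss after 18 h compound exposure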
* = called active by the depositor; i = inactive; . = not tested or not shown; + = active, no number.

Short forms: A = Dynein transport; B = Dynein transport cytoplasmic EGFP; C = Dynein transport nuclear GR-EGFP; D = Dynein transport cell count; E = WT yeast gro inh; F = WT yeast gro inh mutant strain; G = b-catenin transl; H = b-catenin transl cell count 5 µM; I = T cell HTS; J = T cell HTS vesicle-bound %; K = MT stabilizer; L = MT stabilizer Hoechst-high %; M = MT stabilizer cytotoxicity %; N = Autophagy mod; O = Autophagy mod cell loss 18 h; P = P. falciparum M17LAP; Q = M1AAP inhibition; R = Yfh1-off respiration
smiles: COc1ccc(Oc2nc3ccccc3n(C)c2=O)cc1
  A = 0.12 | B = 0.31 | C = 0.49 | D = 0.83 | E = 0 | F = -7 | G = -0.3 | H = 1080 | I = i | J = 41 | K = 1.6 | L = 1.3 | M = 4.9 | N = i | O = -28 | P = -1% | Q = 2% | R = i
smiles: O=C1CC(CC(=O)N/N=C/c2ccccc2[N+](=O)[O-])=NN1
  A = 1.1 | B = 0.061 | C = 0.17 | D = -3.4 | E = 5 | F = 2 | G = -2.0 | H = 633 | I = i | J = 11 | K = 3.3 | L = 1.7 | M = 4.3 | N = i | O = 3 | P = 57% | Q = 20% | R = i
smiles: Cn1c(N)c(C(=O)COC(=O)C2=NNC(=O)CC2)c(=O)n(C)c1=O
  A = -0.78 | B = -0.25 | C = -0.6 | D = 1.3 | E = . | F = . | G = -0.3 | H = 1272 | I = i | J = 21 | K = . | L = . | M = . | N = . | O = . | P = -1% | Q = 2% | R = i
smiles: CCCCC(=O)Nc1sc2c(c1C#N)CC(C)(C)OC2
  A = -0.77 | B = -0.26 | C = 0.35 | D = 0.68 | E = 4 | F = -5 | G = -1.3 | H = 525 | I = i | J = 6 | K = 2.7 | L = 2.9 | M = 7.0 | N = i | O = 10 | P = 4% | Q = 5% | R = i
smiles: O=C(N/N=C\c1ccc([N+](=O)[O-])o1)c1cncc(Br)c1
  A = 0.043 | B = -0.24 | C = 0.62 | D = -0.25 | E = . | F = . | G = 1.6 | H = 1299 | I = i | J = 38 | K = . | L = . | M = . | N = . | O = . | P = -7% | Q = 10% | R = i
smiles: O=C(CSc1ccccc1C(=O)O)NCc1ccc(Cl)cc1
  A = -0.67 | B = -0.32 | C = -0.64 | D = 0.59 | E = -9 | F = -20 | G = -0.4 | H = 547 | I = i | J = 43 | K = 2.0 | L = 1.6 | M = 0.8 | N = i | O = 9 | P = 17µM* | Q = 8% | R = i
smiles: CCc1ccc(N2C(=O)Cc3c2nc(N)c(C#N)c3N)cc1
  A = -0.49 | B = 0.6 | C = 0.45 | D = 1.8 | E = 2 | F = -22 | G = -0.4 | H = 1167 | I = i | J = 35 | K = 1.9 | L = 1.7 | M = 6.6 | N = i | O = -4 | P = -99% | Q = 2% | R = i
smiles: CCOC(=O)C1C(c2cccnc2)NC(=O)NC1(O)C(F)(F)F (stereo unspecified)
  A = -1 | B = -0.34 | C = -0.02 | D = 0.67 | E = -9 | F = -3 | G = -2.5 | H = 1146 | I = i | J = 36 | K = 17* | L = 55* | M = 36* | N = i | O = -2 | P = 6% | Q = 6% | R = i
smiles: COc1ccc(NC(=O)c2nc(C)n(-c3ccc([N+](=O)[O-])cc3)n2)cc1
  A = -0.88 | B = -0.28 | C = 0.015 | D = 0.6 | E = 7 | F = 13 | G = 0.8 | H = 1028 | I = i | J = 44 | K = 3.3 | L = 3.4 | M = 12 | N = i | O = 19 | P = -4% | Q = 10% | R = i
smiles: COc1cc(SC)ccc1C(=O)Nc1ccc2c(c1)CCN2S(C)(=O)=O
  A = 0.82 | B = -0.043 | C = 0.16 | D = -0.24 | E = 9 | F = -2 | G = -4.7 | H = 1113 | I = i | J = 67 | K = 2.7 | L = 2.4 | M = 8.3 | N = i | O = -3 | P = -1% | Q = 5% | R = i
smiles: CCC1CCCCN1C(=O)c1cc(-c2ccc(Cl)c(Cl)c2)on1 (stereo unspecified)
  A = 1.2 | B = -0.21 | C = 0.73 | D = 0.24 | E = 74* | F = 32* | G = -1.8 | H = 921 | I = i | J = 45 | K = 5.4 | L = 1.2 | M = 12 | N = i | O = 5 | P = 1% | Q = -3% | R = i
smiles: CCOC(=O)CC(NS(=O)(=O)c1ccc(NC(C)=O)cc1)c1ccc(OCC)cc1 (stereo unspecified)
  A = 1.5 | B = 0.064 | C = 1.1 | D = -1.6 | E = -9 | F = 21 | G = 2.2 | H = 568 | I = i | J = 52 | K = 3.8 | L = 2.2 | M = 2.8 | N = i | O = 11 | P = 11% | Q = 7% | R = i
smiles: c1ccc2c(c1)nc(NCC1CCCO1)c1nnnn12 (stereo unspecified)
  A = 1.7 | B = -0.18 | C = 0.89 | D = -0.013 | E = 11 | F = 12 | G = -3.6 | H = 1204 | I = i | J = 38 | K = 2.2 | L = 2.5 | M = 7.1 | N = i | O = 7 | P = 7% | Q = 5% | R = i
smiles: O=S(=O)(Nc1ccc(Cl)cc1)c1ccc(N2CCOCC2)c(NC(=S)NCCN2CCOCC2)c1
  A = -1.2 | B = -0.2 | C = -0.98 | D = 0.98 | E = -11 | F = -3 | G = 2.8 | H = 1041 | I = i | J = 30 | K = 1.9 | L = 2.8 | M = 5.5 | N = i | O = -10 | P = 5% | Q = -1% | R = i
smiles: S=c1nc(C2CCCCC2)n(-c2ccccc2)[nH]1
  A = 1.1 | B = 0.083 | C = 0.95 | D = -1.1 | E = 11 | F = -8 | G = -0.4 | H = 1090 | I = i | J = 55 | K = 2.6 | L = 2.6 | M = 7.2 | N = i | O = 0 | P = 8% | Q = 5% | R = i
smiles: COc1ccc(NC(=O)COc2ccc3c(c2)CCC3)cc1
  A = 0.96 | B = -0.17 | C = 1.6 | D = 0.23 | E = 24 | F = 15 | G = -2.4 | H = 1091 | I = i | J = 54 | K = 3.3 | L = 4.5 | M = 3.7 | N = i | O = 1 | P = -2% | Q = -1% | R = i
smiles: O=C(Nc1ccc(Cc2ccncc2)cc1)c1ccc(Br)o1
  A = 0.029 | B = -0.23 | C = 0.066 | D = 0.84 | E = -25 | F = -6 | G = 1.8 | H = 1110 | I = i | J = 14 | K = 2.9 | L = 1.8 | M = 6.1 | N = + | O = 23* | P = -7% | Q = -1% | R = i
smiles: CC(C)CCC(C(=O)O)C(C)CC(=O)NC1CCCCC1 (stereo unspecified)
  A = 0.067 | B = -0.29 | C = -0.1 | D = -0.19 | E = 34 | F = 0 | G = -1.0 | H = 1098 | I = i | J = 27 | K = 2.0 | L = 2.1 | M = 10 | N = i | O = 1 | P = 5% | Q = 8% | R = i
smiles: CC(C)n1c(C(O)c2ccccc2)nc2ccccc21 (stereo unspecified)
  A = -1.3 | B = -0.37 | C = -0.71 | D = 1.7 | E = 16 | F = 15 | G = -4.3 | H = 1047 | I = i | J = 28 | K = 3.0 | L = 2.3 | M = 7.9 | N = i | O = 5 | P = -1% | Q = 11% | R = i
smiles: COc1cccc(CNC(=O)CCC2CCCN(C(=O)Cc3ccccc3F)C2)c1 (stereo unspecified)
  A = -1.2 | B = -0.33 | C = -0.51 | D = 0.9 | E = 11 | F = -1 | G = -0.3 | H = 1507 | I = i | J = 25 | K = 9.4 | L = 0.9 | M = 2.2 | N = i | O = -2 | P = -8% | Q = -2% | R = i

Other records
mol	Dynein transport	Dynein transport cytoplasmic EGFP	Dynein transport nuclear GR-EGFP	Dynein transport cell count	WT yeast gro inh	WT yeast gro inh mutant strain	b-catenin transl	b-catenin transl cell count 5 µM	T cell HTS	T cell HTS vesicle-bound %	MT stabilizer	MT stabilizer Hoechst-high %	MT stabilizer cytotoxicity %	Autophagy mod	Autophagy mod cell loss 18 h	P. falciparum M17LAP	M1AAP inhibition	Yfh1-off respiration
Cn1c2ccccc2c2c(C(=O)N3CCN(C(=O)c4ccco4)CC3)cn(C3CCCCC3)c(=O)c21	1.5	0.034	0.71	0.38	10	4	.	.	i	16	0.2	0.9	14	i	9	-1%	5%	i
CC(NC(=O)c1cccc(S(=O)(=O)N2CCN(C)CC2)c1)C1CC2CCC1C2 (stereo unspecified)	0.23	-0.36	0.58	-0.23	-6	14	-4.7	1095	i	34	2.9	1.7	5.6	i	-5	2%	1%	i
O=C1c2cccnc2C(=O)N1c1ccccc1-c1ccccc1	-0.081	0.047	0.22	-0.36	0	-6	-1.2	1185	i	33	6.8	1.6	5.5	i	2	1%	2%	i
O=C(NCc1cccc(C(F)(F)F)c1)C1CC(c2ccccc2[N+](=O)[O-])=NO1 (stereo unspecified)	-0.74	-0.19	-0.27	0.14	2	3	-2.2	1368	i	49	5.1	3.0	2.1	i	2	8%	5%	i
O=C(C1=C[C@H](c2ccc3c(c2)OCO3)C[C@H](OCCCCO)O1)N1CCN(Cc2ccc3c(c2)OCO3)CC1	2	-0.3	1.3	0.15	2	-2	2.3	1027	i	32	1.3	0.6	4.7	i	18	-7%	-6%	i
CCN(CC)c1ccc(/C=N/NS(=O)(=O)c2ccc(C)c([N+](=O)[O-])c2)cc1	-1.3	-0.33	-0.69	1.7	36	3	-4.0	1331	i	51	6.8	1.8	3.4	i	1	12%	6%	i
